M18AAP inhibitor – PfM18AAP inhibitors, malaria aminopeptidase, primary screen, biochemical, QFRET, recombinant enzyme; M18 aspartyl aminopeptidase (Plasmodium falciparum 3D7); H-Glu-NHMec fluorogenic cleavage; inhibition, % at 7.35 µM; 290,000 tested, 1.2% active; AID 1822, 2009;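 active = inhibition above the campaign mean inhibition over all tested compounds plus 3 SD, cut at about 28% in these data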;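 note: 0% = plate median of test compound wells and 100% = 2 mM ZnCl2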
NALP1 yeast inh – NALP1 inflammasome inhibitors in reconstituted yeast, colorimetric, S. cerevisiae, triplicate retest; S. cerevisiae NALP1/ASC/caspase-1 growth, X-gal OD620, 72 h; inhibition, % at 10 µM; 280,000 tested, 0.61% active; in the data active = inhibition mostly above about 24%, no sharp cut-off; inactive = mostly below about 32%; note: some compounds called inactive have numbers as strong as hits
MEKK3 PB1 HTS – modulators of MEKK3-MEK5 PB1 binding, primary screen, biochemical, wildtype MEKK3, multiplex bead flow cytometry, Alexa488-MEK5; Mitogen-activated protein kinase kinase kinase 3 (Homo sapiens), Q99759; bead-based flow cytometry, Alexa488-MEK5 binding to MEKK3; actives lie on both sides; 0 = blocked by unlabeled MEK5, 100 = vehicle; binding response (% of control), % at 10 µM; 290,000 tested, 1.4% active; AID 1529, 2009;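 active = binding response more than 3 SD above or below the average of its plate-row segment, actives on both sides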;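 note: Alexa488 bead fluorescence after subtracting the streptavidin-only scavenger bead signal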
Target sequence (Q99759 whole entry, looked up): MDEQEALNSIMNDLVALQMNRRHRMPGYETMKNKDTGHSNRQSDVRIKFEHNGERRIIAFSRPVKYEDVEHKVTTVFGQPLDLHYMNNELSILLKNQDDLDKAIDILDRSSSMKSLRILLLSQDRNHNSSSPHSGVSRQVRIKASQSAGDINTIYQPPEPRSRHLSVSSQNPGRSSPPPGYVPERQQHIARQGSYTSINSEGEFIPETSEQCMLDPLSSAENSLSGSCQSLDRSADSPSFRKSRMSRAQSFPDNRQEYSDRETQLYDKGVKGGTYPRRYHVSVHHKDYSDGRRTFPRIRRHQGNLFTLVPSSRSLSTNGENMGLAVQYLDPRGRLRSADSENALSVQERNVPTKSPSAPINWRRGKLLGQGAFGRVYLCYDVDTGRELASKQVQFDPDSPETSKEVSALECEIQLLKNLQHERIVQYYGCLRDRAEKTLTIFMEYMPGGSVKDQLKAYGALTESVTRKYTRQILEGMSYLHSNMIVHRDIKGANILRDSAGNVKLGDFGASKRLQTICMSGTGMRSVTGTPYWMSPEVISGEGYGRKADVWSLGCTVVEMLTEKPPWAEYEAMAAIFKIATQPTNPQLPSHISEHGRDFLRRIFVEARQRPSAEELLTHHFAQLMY
OXTR agonist – human OXTR agonists, primary screen, fluorescence, CHO-OTR cells, Fluo-8 calcium | Oxytocin receptor (Homo sapiens), P30559 | Fluo-8 calcium fluorescence; normalized: DMSO 0%, oxytocin 100% | activation, % at 3 µM | 320,000 tested, 0.32% active | AID 2435, 2010;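 active = activation above the mean of all tested compounds plus 3 SD, cutoff set per screening run, cut at about 20% in these data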;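 note: peak over basal fluorescence ratio from a 100 s FLIPR kinetic read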
Target sequence (P30559 whole entry, looked up): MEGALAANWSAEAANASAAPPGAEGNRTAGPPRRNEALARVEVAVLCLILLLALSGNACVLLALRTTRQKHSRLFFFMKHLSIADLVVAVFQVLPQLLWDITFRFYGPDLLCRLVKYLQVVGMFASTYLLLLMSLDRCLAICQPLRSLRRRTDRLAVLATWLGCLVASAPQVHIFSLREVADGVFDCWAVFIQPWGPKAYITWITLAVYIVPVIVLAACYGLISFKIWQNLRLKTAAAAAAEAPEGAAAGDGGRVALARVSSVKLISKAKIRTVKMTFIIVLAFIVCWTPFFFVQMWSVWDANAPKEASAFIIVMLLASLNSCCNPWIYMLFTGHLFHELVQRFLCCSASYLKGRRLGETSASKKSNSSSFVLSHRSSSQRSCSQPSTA
PHOSPHO1 inh – PubChem AID 1565. inhibition, % at 13.3 µM. recombinant PHOSPHO1, absorbance phosphatase assay. 290,000 tested, 1.1% active. Phosphoethanolamine/phosphocholine phosphatase (Homo sapiens), Q8TCT1; in the data active = inhibition above about 60%
FID counter – compounds displacing fluorescent DNA intercalator, primary screen, artefact control for HCV NS3 helicase inhibitor project, biochemical, FID fluorescence. DNA fluorescent intercalator displacement. inhibition, % at 7.9 µM. 290,000 tested, 0.17% active; in the data active = inhibition above about 37%;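 note: 0% = vehicle and 100% = reference compound; higher means more ethidium bromide displaced from hairpin DNA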
GPR7 antag – GPR7 receptor antagonists, primary screen, cell-based, fluorescence, single concentration; AID 1861, 2009; GPR7-expressing cells, fluorescence antagonist assay; inhibition, % at 4.4 µM; 290,000 tested, 1.1% active; Neuropeptides B/W receptor type 1 (Homo sapiens), P48145; in the data active = inhibition above about 16%, passing the limit was not always enough;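 note: cells stimulated with the agonist NPW; 0% = agonist with vehicle and 100% = vehicle without agonist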
MEKK2 mut-MEK5 – MEK5 binding signal on mutant MEKK2 PB1, primary screen, biochemical, multiplex bead flow cytometry, Alexa488-MEK5; Alexa488-MEK5 binding to MEKK2 mutant; percent response, % at 10 µM; 290,000 tested, 0.35% active; in the data active = percent response above about 24%, passing the limit was not always enough; note: inactives centre near 1; some results filed as inactive read as strong as hits; reference of the scale not given here
MEKK2 WT-MEK5 – modulators of MEK5 binding to wildtype MEKK2, primary screen, biochemical, multiplex bead flow cytometry, Alexa488-MEK5. 290,000 tested, 1.1% active. binding response (% of control), % at 10 µM. Alexa488-MEK5 binding to MEKK2 WT; actives lie on both sides. Mitogen-activated protein kinase kinase kinase 2 (Homo sapiens), Q9Y2U5; in the data active = binding response below about 67% or above about 130%
* marks the source's active call; other numbers are inactive results; nt = not tested or not shown; & = joins results of further samples.

Under each structure: M18AAP inhibitor, OXTR agonist, FID counter, PHOSPHO1 inh, MEKK2 WT-MEK5, GPR7 antag, NALP1 yeast inh, MEKK2 mut-MEK5, MEKK3 PB1 HTS
1. Cc1ccsc1/C=N/NC(=S)NCc1ccccc1
    13, -2.0, -6, 8, 99, 1, 14, 0, 108
2. COC1OC(COC(=O)CNC(=O)OC(C)(C)C)C(O)C(O)C1O (stereo unspecified)
    -3, 1.1, 2, 10, 105, 2, 27, 1, 104
3. Cc1ccc(C(=O)CCNc2ccccc2)o1
    -7, 1.4, -5, -22, 98, -2, 5, 3, 100
4. COc1cc(C)nc(Oc2ccc(OCc3ccccc3)nn2)n1
    -15, -1.4, -14, 9, 90, -6, -8, -7, 91
5. COc1ccc(NC(=O)COC(=O)C2=COCCO2)cc1OC
    -3, 0.6, 1, 43, 92, -15, 8, -7, 97
6. CC1(C)CCCN(C(=O)c2coc(=O)c(Br)c2)C1
    -5, nt, 1, 18, 98, -10, 5, 0, 100
7. CCN(CC)C(=O)CSc1nc2ccccc2c(=O)n1CCC(=O)N1CCN(c2ccccc2)CC1
    -5, -0.7, -11, -12, 108, -16, 5, 5, 104
8. Cn1c(=O)c2c(nc(N/N=C/c3ccco3)n2C)n(C)c1=O
    19, -0.5, -3, 45, 98, 0, 11, -5, 101
9. COc1ccc(N2CCN(C(=O)COc3cccc4ccccc34)CC2)cc1
    3, 0.6, -43, 28, 95, 11, 28, -2, 94
10. NC(=O)CC(NC(=O)Cc1cccc2ccccc12)c1ccc(NC2CCN(Cc3ccccc3)CC2)c([N+](=O)[O-])c1 (stereo unspecified)
    -13, -0.3, 5, 10, 101, 3, 28, 11, 100

Next part:
Under each structure: M18AAP inhibitor, OXTR agonist, FID counter, PHOSPHO1 inh, MEKK2 WT-MEK5, GPR7 antag, NALP1 yeast inh, MEKK2 mut-MEK5, MEKK3 PB1 HTS
11. COc1ccc(CNc2nc(NC(C)=O)nn2-c2ccccc2)cc1
    1, 0.0, -7, nt, 107, -13, nt, 3, 106
12. CCOc1ccc(N(CC(=O)NCc2ccc(OC)cc2)S(=O)(=O)c2c(C)noc2C)cc1
    1, -0.9, 0, 32, 100, -6, -1, 1, 103
13. Cc1sc2ncnc(SCc3ccco3)c2c1C
    -16, -1.1, 0, 37, 101, -7, 15, 3, 101
14. CCc1ccccc1NS(=O)(=O)c1ccc2[nH]cc(C(=O)NC3CCCC3)c(=O)c2c1
    -2, -1.9, 6, 2, 96, -8, 12, -2, 99
15. Cc1[nH]n(S(=O)(=O)c2ccccc2)c(=O)c1N=Nc1cccc(Cl)c1
    -14, 0.4, -6, 19, 105, -21, 10, 5, 103
16. COc1ccc(CNC(=O)CN(C(=O)c2csnn2)c2ccc(C(C)=O)cc2)cc1
    -2, 0.5, -9, 42, 97, -10, -8, -3, 96
17. CCCCCn1c(=O)[nH]c2cc(C(=O)NCCc3ccc(OC)c(OC)c3)ccc2c1=O
    -19, 0.3, -1, -6, 93, 5, 18, -4, 94
18. NC(=O)CSc1nnnn1-c1ccc(OC(F)(F)F)cc1
    -12, 0.5, 0, -1, 98, 4, -3, -5, 97
19. C[C@]12CCC(=O)C=C1CC[C@@H]1[C@@H]2[C@@H](O)C[C@@]2(C)[C@H]1CC[C@]2(O)C(=O)COC(=O)CCC(=O)O
    4&2, 0.8&-0.6, -42&-27, 0, 100&93, -10&-7, 22&25, 1&7, 87&111
20. Cc1cccnc1CCNCc1c(C(=O)N2C[C@@H](C)O[C@@H](C)C2)nc2ccc(Cl)cn12
    6, -1.1, 5, 32, 95, 17, 23, -1, 92

Rewritten in transposed form: entries from further up
(7) CCN(CC)C(=O)CSc1nc2ccccc2c(=O)n1CCC(=O)N1CCN(c2ccccc2)CC1
(10) NC(=O)CC(NC(=O)Cc1cccc2ccccc12)c1ccc(NC2CCN(Cc3ccccc3)CC2)c([N+](=O)[O-])c1 (stereo unspecified)
(11) COc1ccc(CNc2nc(NC(C)=O)nn2-c2ccccc2)cc1

| assay / entry | 7 | 10 | 11 |
| --- | --- | --- | --- |
| M18AAP inhibitor | -5 | -13 | 1 |
| OXTR agonist | -0.7 | -0.3 | 0.0 |
| FID counter | -11 | 5 | -7 |
| PHOSPHO1 inh | -12 | 10 | nt |
| MEKK2 WT-MEK5 | 108 | 101 | 107 |
| GPR7 antag | -16 | 3 | -13 |
| NALP1 yeast inh | 5 | 28 | nt |
| MEKK2 mut-MEK5 | 5 | 11 | 3 |
| MEKK3 PB1 HTS | 104 | 100 | 106 |

Further compounds follow.
Under each structure: M18AAP inhibitor, OXTR agonist, FID counter, PHOSPHO1 inh, MEKK2 WT-MEK5, GPR7 antag, NALP1 yeast inh, MEKK2 mut-MEK5, MEKK3 PB1 HTS
21. Cc1ccc(C(=O)N2CCC(n3nccc3NC(=O)Nc3cccc(F)c3)CC2)cn1
    -2, 3.8, -14, 64*, 99, -9, 6, -1, 96
22. CNc1ccccc1C(=O)OC
    nt, -0.3, nt, 13, 99, nt, 6, 1, 97
23. COc1ccc(Cl)cc1NC(=O)CN(C)C1CCCCC1
    -3, -1.9, -1, -31, 95, -3, 16, -1, 94
24. CCCSC1=C(C#N)C(c2ccccc2C)C(C(=O)OC)C(=O)N1 (stereo unspecified)
    0, -0.5, -7, 2, 85, -5, 26, -3, 83
25. CN(C)c1ccc(/C=N/NC(=O)c2cc(=O)[nH]c3ccccc23)cc1
    4, 0.2, -15, 16, 87, -4, 2, -8, 92
26. COc1cc(/C=C2\C(=O)N(CCC#N)N=C2C)ccc1OCC(=O)Nc1ccccc1
    2, 1.6, -3, -2, 98, 6, 27, -1, 100
27. CCCn1nc(NC(=O)c2cccs2)c2cc3ccc(C)cc3nc21
    4, -2.0, -8, -10, 102, -21, -3, 0, 104
28. COc1ccccc1CCC(=O)N(C)CC(=O)Nc1ccc(Cl)c(C(F)(F)F)c1
    1, 1.1, -26, 24, 100, -7, 13, -4, 99
29. O=[N+]([O-])c1cc(NCCO)c(N2CCCCCC2)c2nonc12
    -11, 0.6, -13, 27, 100, -6, 2, 4, 103
30. CCOC(=O)C1=C(N)OC2=C(C(=O)CCC2)C1c1ccccc1OCC (stereo unspecified)
    13, -1.6, -2, 20, 100, -10, 9, 4, 102

The list goes on.
Under each structure: M18AAP inhibitor, OXTR agonist, FID counter, PHOSPHO1 inh, MEKK2 WT-MEK5, GPR7 antag, NALP1 yeast inh, MEKK2 mut-MEK5, MEKK3 PB1 HTS
31. Cc1ccsc1CNC1C2CC3CC(C2)CC1C3 (stereo unspecified)
    -4, -0.6, 5, 47, 97, 1, -3, -4, 92
32. Cc1nc(C)c(-c2ccc(SCc3ccccc3F)nn2)s1
    -2, -2.6, -29, 18, 105, 6, -11, 6, 103
33. CCc1ccc(CNC(=O)CCn2ccc3cc(S(=O)(=O)N4CCCC4)ccc32)cc1
    -1, -2.3, -25, 30, 100, 11, 33, -4, 102
34. Fc1ccccc1Nc1nc2ccccc2o1
    8, -2.0, -11, 34, 104, -10, 8, 5, 101
35. O=C(CN1CCN(c2ccc(Cl)cc2)CC1)N1CCCC1
    5, -0.2, -6, -2, 107, -2, -6, 2, 104
36. CC(=O)NNC(=S)Nc1cccc(F)c1
    18, -0.9, -3, 12, 97, -8, -25, -3, 100
37. N#Cc1c(NC(=O)CSc2ncn[nH]2)sc2c1CCCCC2
    32*, 7.5, -12, 32, 102, 5, 5, -5, 100
38. COc1ccc(CN2CC(C(=O)NCCc3ccc(Cl)cc3)CC2=O)cc1 (stereo unspecified)
    -3, -0.6, -28, 24, 103, 1, -1, 9, 102
39. O=C(O)c1ccc2c(=O)[nH]c(CCl)nc2c1
    2, 0.1, 3, -15, 97, 4, -3, -4, 90
40. CCOc1ccc(CC(=O)NNC(=S)NC)cc1
    9, 0.6, 0, 28, 57, 12, 4, -33, 53

New compounds follow:
Under each structure: M18AAP inhibitor, OXTR agonist, FID counter, PHOSPHO1 inh, MEKK2 WT-MEK5, GPR7 antag, NALP1 yeast inh, MEKK2 mut-MEK5, MEKK3 PB1 HTS
41. CCCCN(CCCC)C(=O)c1ccccc1NC(=O)CN1C(=O)c2ccccc2C1=O
    4, -1.8, -31, -9, 104, 4, 1, 3, 104
42. CC[C@@H](C)C(N)c1cn([C@@H](CCC(=O)O)C(=O)N2CCNCC2)nn1 (stereo partly specified)
    -7, 0.5, 10, 26, 65, 7, 5, -23, 66
43. Cc1[nH]c2ccccc2c1C(=O)CN1C(=O)NC(C)(c2ccc(Cl)cc2Cl)C1=O (stereo unspecified)
    -7, 32*, 3, -6, 96, 62*, 25, -5, 95
44. O=C(N/N=C/c1ccc(O)cc1)c1ccc(COc2cc(Cl)ccc2Cl)o1
    0, 33*, -21, -4, 96, 53*, -4, 12, 105
45. O=C(O)CC(C(=O)O)N1C(=O)/C(=C/C=C/c2ccco2)SC1=S (stereo unspecified)
    31*, 0.8, 0, 17, 81, 6, nt, -24, 81
46. O=C(NCc1ccc(F)cc1)C1CCN(S(=O)(=O)c2cccnc2)CC1
    -20, 0.1, -18, 29, 96, 8, 32, -5, 100
47. Cc1ccc(C)c(CN2C(=O)NC3(CCCCCC3)C2=O)c1
    -8, -0.1, -22, 31, 100, -7, 7, -1, 102
48. O=C(COC(=O)c1ccc(Br)o1)NCc1cccs1
    1, -1.7, -7, 11, 100, -9, -8, -5, 98
49. Cc1cc(C)c(C(=O)COC(=O)c2cc([N+](=O)[O-])ccc2NCCO)cc1C
    -7, -0.5, 4, -14, 100, 1, 22, 8, 96
50. CCOC(=O)CNC(=O)CSc1ccc2nnc(-c3ccc(F)cc3)n2n1
    -7, -0.5, -2, 7, 99, -1, -7, 8, 97

(continued)
Under each structure: M18AAP inhibitor, OXTR agonist, FID counter, PHOSPHO1 inh, MEKK2 WT-MEK5, GPR7 antag, NALP1 yeast inh, MEKK2 mut-MEK5, MEKK3 PB1 HTS
51. CCc1ccc(C(=O)Cn2ccsc2=N)cc1
    5, -2.0, -1, 44, 95, -5, 7, -1, 95
52. CCOc1ccc(-c2nnc(SCc3nnc(-c4ccccc4)o3)n2-c2ccccc2F)cc1
    0, -0.8, -13, 73*, 98, 6, -8, 9, 105
53. Cc1cc(C)c(S(=O)(=O)NCC(=O)NCc2ccco2)c(C)c1
    -3, -0.2, 6, 2, 70, 1, -2, -13, 68
54. CCCSc1nsc(NC(=O)Nc2ccc(F)cc2F)n1
    -4, 7.8, 1, 3, 99, 20, 19, -1, 101
55. CCOC(=O)C1=C(C)N(CCCCCC(=O)O)C(=O)NC1c1ccccc1OC(=O)c1cccs1 (stereo unspecified)
    2, -0.5, -48, 8, 94, -5, 26, -5, 105
56. COc1ccc(NC(=S)N(CCN2CCOCC2)Cc2cc3cc4c(cc3[nH]c2=O)OCO4)cc1
    11, 0.9, 8, -4, 97, -9, 2, -1, 103
57. Cc1cccc2cc(CN(CC3CCCO3)C(=O)c3cccs3)c(=O)[nH]c12 (stereo unspecified)
    -2, 0.0, -27, 20, 103, 3, 5, 0, 102
58. CNc1cc(Cl)nc(SC)n1
    8, -0.1, 2, 32, 97, -14, -12, -1, 99
59. Clc1ccc(OCCOCCN2CCc3ccccc3C2)c(Cl)c1
    5, 3.6, 35, -16, 123, 30*, 56*, 26, 104
